# M4 PAM = human M4 muscarinic receptor positive allosteric modulators, primary screen, CHO-K1 cells, Fluo-8 calcium fluorescence | activation, % at 3 µM | Muscarinic acetylcholine receptor M4 (Homo sapiens), P08173 | 0.4% of 360,000 active | AID 624126, 2012 | CHO-K1 hM4/Gqi5, ACh EC20; 0% = ACh EC20, 100% = maximal ACh;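 active = activation above its plate's cutoff, the mean activation of sample wells plus 3 SD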; note: some results filed as inactive read as strong as hits
# Target sequence (P08173 whole entry, looked up): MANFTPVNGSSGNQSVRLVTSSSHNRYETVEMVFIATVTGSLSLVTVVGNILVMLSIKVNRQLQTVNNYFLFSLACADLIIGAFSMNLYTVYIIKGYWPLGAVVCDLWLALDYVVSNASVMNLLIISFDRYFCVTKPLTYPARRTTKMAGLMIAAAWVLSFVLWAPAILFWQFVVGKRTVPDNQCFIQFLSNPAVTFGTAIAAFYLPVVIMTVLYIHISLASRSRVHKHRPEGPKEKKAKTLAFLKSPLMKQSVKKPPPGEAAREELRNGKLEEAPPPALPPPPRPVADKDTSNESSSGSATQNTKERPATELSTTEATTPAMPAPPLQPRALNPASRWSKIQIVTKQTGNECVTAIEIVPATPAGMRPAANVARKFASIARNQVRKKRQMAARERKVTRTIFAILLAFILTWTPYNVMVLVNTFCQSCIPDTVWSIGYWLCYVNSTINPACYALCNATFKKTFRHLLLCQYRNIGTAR
# TAAR1 ag = human TAAR1 agonists, primary screen, Fluo-8 calcium fluorescence, CHO RD-HGA16 cells. activation, % at 3 µM. Trace amine-associated receptor 1 (Homo sapiens), Q96RJ0. vehicle wells 0%, saturating PEA agonist 100%. 0.99% of 360,000 active;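 active = activation above the mean activation of all test compounds in the run plus 3 SD, cut at about 38% in these data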
# Target sequence (Q96RJ0 whole entry, looked up): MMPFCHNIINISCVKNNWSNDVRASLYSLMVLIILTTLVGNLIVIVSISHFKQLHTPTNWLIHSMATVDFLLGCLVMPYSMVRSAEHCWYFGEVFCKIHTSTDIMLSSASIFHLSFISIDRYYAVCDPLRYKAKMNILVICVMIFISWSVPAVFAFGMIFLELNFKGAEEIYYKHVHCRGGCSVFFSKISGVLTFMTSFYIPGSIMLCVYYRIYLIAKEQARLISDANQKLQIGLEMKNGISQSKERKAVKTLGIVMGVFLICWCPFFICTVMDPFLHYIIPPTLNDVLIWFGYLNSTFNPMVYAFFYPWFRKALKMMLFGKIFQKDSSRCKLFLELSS
#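 System: CHO-derived RD-HGA16 cells with stable Gα16 and human TAAR1 / Times: 17-24 h plating, Fluo-8 75 min 37 °C, 30 min RT / Technique: calcium-sensitive Fluo-8 signal, excitation 470-495, emission 515-575 nm / Measure: % activation relative to PEA EC100 response / Benchmarks: DMSO and PEA EC100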
# CHO-K1 Ca PAM = nonselective calcium activators in parental CHO-K1 cells, primary screen, counter-screen for M1 PAM project, cell-based, Fluo-8 calcium fluorescence, full deck, 1536-well | ATP EC20; 0% at ATP EC20, 100% at ATP max | activation, % at 3 µM | 0.02% of 360,000 active | AID 602247, 2012;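 active = activation above the run cutoff, the mean activation of all test compounds plus 3 SD, cut at about 40% in these data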;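 note: peak over basal fluorescence ratio in a 140 s read after ATP addition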
# CHRM5 antagonist = human M5 muscarinic receptor antagonists, primary screen, CHO cells, Fluo-8 calcium fluorescence | Muscarinic acetylcholine receptor M5 (Homo sapiens), P08912 | CHO-hM5 cells, ACh EC80 | inhibition, % at 3 µM | 0.59% of 360,000 active;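 active = inhibition above a per-plate cutoff, the mean of that plate's test compounds plus 3 SD, cut at about 27% in these data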;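 note: 0% = acetylcholine EC80 with DMSO and 100% = DMSO without agonist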
# CRFBP-R2 agonist = agonists of CRF-BP/CRF-R2 complex, primary screen, cell-based, HEK293, calcium dye fluorescence, uHTS. calcium dye fluorescence (FLIPR); percent of saturating CRF peptide response. activation, % at 13.2 µM. 0.46% of 350,000 active. AID 588473, 2011;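 active = activation of at least 50%, plus an integration ratio under a set limit after plate pattern correction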;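 note: plate controls were neutral control wells without compound for no effect and CRF at EC100 for full effect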
# CRFBP-R2 block = antagonists of CRF-BP/CRF-R2 complex, primary screen, cell-based, HEK293, calcium dye fluorescence, uHTS. inhibition, % at 11.8 µM. 0.59% of 350,000 active. CRF-induced calcium fluorescence;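 active = inhibition of the ligand-induced calcium signal above about 50% at the single tested concentration, limit read from the data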
# CHRM5 PAM = human M5 muscarinic receptor positive allosteric modulators, primary screen, CHO-K1 cells, Fluo-8 calcium fluorescence; AID 624038, 2012; activation, % at 3 µM; CHO-K1 hM5, ACh EC20 PAM; 0% = ACh EC20, 100% = ACh EC100; 0.3% of 360,000 active;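 active = activation above the run cutoff, the mean activation of all test compounds plus 3 SD, cut at about 18% in these data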
#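 System – CHO-K1 hM5 cells · Compound – 3 µM, single dose · Incubation – compound preincubation 140 s before EC20 acetylcholine addition · Technique – Fluo-8 calcium fluorescence · Measure – Max/basal fluorescence ratio as % of EC20–EC100 ACh window · Benchmarks – low control EC20 acetylcholine (0%), high control EC100 acetylcholine (100%) · Replication – singlicate, one well per test compound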
# TAAR1 antag = human TAAR1 antagonists, primary screen, Fluo-8 calcium fluorescence, CHO RD-HGA16 cells. Trace amine-associated receptor 1 (Homo sapiens), Q96RJ0. antagonist. inhibition, % at 3 µM. 1.5% of 360,000 active. AID 624466, 2012;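 active = inhibition above a per-plate cutoff, the mean inhibition of test compounds on that plate plus 3 SD, cut at about 49% in these data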;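 note: 0% = DMSO plus EC80 beta-PEA response and 100% = DMSO alone without agonist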
#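 System: CHO RD-HGA16 cells bearing hTAAR1. Reagent: EC80 β-phenethylamine stimulus. Schedule: seeding 17-24 h prior, 75-min 37 °C, 30-min RT dye loading. Signal: Fluo-8 intracellular calcium dye fluorescence, real-time kinetic reads. Read-out: % inhibition from peak post-agonist over basal fluorescence ratio. Benchmarks: vehicle wells and EC80 agonist wells. Replicates: n of 1.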
# CHRM5 agonist = human M5 muscarinic receptor agonists, primary screen, CHO-K1 cells, Fluo-8 calcium fluorescence; Muscarinic acetylcholine receptor M5 (Homo sapiens), P08912; CHO-K1 hM5 cells; 0% DMSO wells, 100% maximal acetylcholine response; activation, % at 3 µM; 0.19% of 360,000 active;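 active = activation above the run's mean over test compounds plus 3 SD, cut at about 23% in these data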;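 note: signal is peak over basal fluorescence ratio across the kinetic read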
# The depositor's hits bear a star; . = no result given.
SMILES,M4 PAM,TAAR1 ag,CHO-K1 Ca PAM,CHRM5 antagonist,CRFBP-R2 agonist,CRFBP-R2 block,CHRM5 PAM,TAAR1 antag,CHRM5 agonist
O=c1c(Cc2ccccc2)c(O)ccn1CCc1cnc[nH]1,0,0,7,0,-1.4,12,12,-12,-5
COc1ccc(-n2ncc3c(SCC(=O)N4CCN(c5ccccc5OC)CC4)ncnc32)cc1,-1,4,9,-1,0.8,-16,-2,-5,3
Cc1cc(C)c(C#N)c(Nc2ccccc2Cl)n1,2,7,18,-1,-0.3,4,7,-19,-4
Cc1cc(NC(=O)CSc2nc3c(c(=O)n2-c2ccccc2)SC(C)C3)no1 (stereo not drawn),0,-2,23,4,-1.8,-27,-3,-40,-2
COc1cccc(C2C(C(=O)c3cccs3)=C(O)C(=O)N2CCN2CCOCC2)c1 (stereo not drawn),1,-1,16,9,0.9,15,-8,-6,-5
CCSc1nnc(NC(=O)[C@@H](NC(=O)c2cc(OC)cc(OC)c2)C(C)C)s1,-9,0,-1,11,-1.0,-3,-18,11,5
CCOC(=O)CN1C(=O)SC(CC(=O)Nc2nccs2)C1=O (stereo not drawn),0,-3,2,4,-3.0,-18,-1,-13,3
O=C(c1ccccc1)c1c[nH]c(C(=O)NCc2cccnc2)c1,2,15,16,-3,-3.5,27,-1,8,-2
COC(=O)c1cc(-c2cccc([N+](=O)[O-])c2)c2c(=O)n(C)c(=O)n(C)c2n1,-2,-1,12,9,-3.5,-3,-3,-10,-1
Nc1ncnc(SCc2c(F)cccc2Cl)n1,1,-2,13,4,-4.4,12,-1,-21,-8
CNC(=O)c1cc(S(=O)(=O)Nc2ccc3c(c2)OCCO3)ccc1C,2,4,19,0,-0.2,-6,6,4,2
Cc1nnc(NC(=O)CSc2nnc(Cc3cccn3C)n2CCc2ccccc2)s1,4,7,14,13,-1.4,-9,-5,-5,-5
O=C(Nc1cc(Br)ccc1O)c1cc(-c2ccccc2)on1,0,0,-3,4,1.4,3,1,3,1
O=C(CSc1cccc2cccc(Cl)c12)NC1=NCCS1,-5,6,19,2,-1.9,5,-9,10,0
O=C(Cn1cnc2ccccc2c1=O)N1CCOCC1,4,6,-7,14,-3.0,6,0,-10,-2
CC(C)n1c(CN2CCN(C)CC2)nc2c1c(=O)n(C)c(=O)n2C,7,3,3,10,-1.1,17,-9,-24,-6
O=C(CCNC(=O)c1ccc([N+](=O)[O-])cc1)Nc1ccc(N2CCOCC2)cc1N1CCOCC1,7,1,24,-2,-1.0,4,8,2,0
O=S(=O)(/N=C(/NS(=O)(=O)c1ccccc1)c1ccccc1)c1ccccc1,2,1,6,0,-2.9,24,-4,-11,1
Cc1[nH]nc(N)c1-c1ccccc1,5,2,9,9,1.2,-11,0,1,0
Cc1ccc(CN2CCN(Cc3cn[nH]c3-c3ccccc3)CC2CCO)o1 (stereo not drawn),1,2,4,5,3.0,-1,-3,5,3

# Brought forward from above: 4 compounds; new compounds follow.
SMILES,M4 PAM,TAAR1 ag,CHO-K1 Ca PAM,CHRM5 antagonist,CRFBP-R2 agonist,CRFBP-R2 block,CHRM5 PAM,TAAR1 antag,CHRM5 agonist
O=C(CCNC(=O)c1ccc([N+](=O)[O-])cc1)Nc1ccc(N2CCOCC2)cc1N1CCOCC1,7,1,24,-2,-1.0,4,8,2,0
O=S(=O)(/N=C(/NS(=O)(=O)c1ccccc1)c1ccccc1)c1ccccc1,2,1,6,0,-2.9,24,-4,-11,1
Cc1[nH]nc(N)c1-c1ccccc1,5,2,9,9,1.2,-11,0,1,0
Cc1ccc(CN2CCN(Cc3cn[nH]c3-c3ccccc3)CC2CCO)o1 (stereo not drawn),1,2,4,5,3.0,-1,-3,5,3
Cc1cc2cc(C(c3nnnn3Cc3ccco3)N3CCc4ccccc43)c(=O)[nH]c2cc1C (stereo not drawn),7,1,19,-3,2.9,-21,10,-8,0
Fc1ccc(COc2cccc3cccnc23)cc1,3,6,-14,4,-0.9,-6,12,-13,-2
Cc1cccc(C(=O)O)c1NC(=O)c1ccc(F)cc1,2,5,7,-6,-0.5,-5,-2,19,-3
COc1ccccc1C(=O)Nc1ccnn1C1CCN(C(=O)c2ccoc2)CC1,1,3,29,-5,0.6,-10,1,0,-2
CCN(CC)S(=O)(=O)c1ccc(-c2csc(C)n2)cc1,-3,3,-6,6,-1.5,2,-2,19,-4
O=C(CCl)Nc1ccccc1C(=O)Nc1ccc2c(c1)OCO2,1,2,21,7,0.0,16,-2,-10,-1
O=C(Nc1ccc2c(c1)OCCO2)C1CCN(C(=O)c2ccccc2)CC1,0,6,3,0,-1.3,8,1,7,-3
COC(=O)n1c(=O)oc2ccccc21,-3,1,12,1,5.3,-19,3,8,0
CCc1sc(NC(=O)CCC(=O)O)nc1-c1cc2ccccc2oc1=O,-3,3,14,-3,-0.7,-1,3,15,0
Cc1onc(-c2ccccc2)c1CNS(=O)(=O)c1ccc(F)cc1F,-29,0,17,17,-0.4,4,-15,-30,-1
O=C(O)c1cccc(S(=O)(=O)N2CCc3ccccc3C2)c1,-3,3,0,-3,1.4,-2,1,-14,-1
Cc1cccc2nc(Cn3c(=O)n(CCCC(=O)NCc4ccco4)c(=O)c4ccccc43)cc(=O)n12,-2,0,16,3,-0.7,5,-3,1,-3
COC(=O)COc1ccc(/C=C2/SC(=O)N(CC(=O)N3CCCC3)C2=O)cc1Br,-2,10,13,0,0.2,2,0,-3,-4
Cc1ccc(C)c(N(CC(=O)NCc2ccccc2)C(=O)c2csnn2)c1,-1,6,8,0,-1.4,2,6,2,-1
Cc1ccc(S(=O)(=O)CC(=O)c2ccc(C)c([N+](=O)[O-])c2)cc1,-3,1,-5,-1,4.5,-6,0,-4,-1
O=C(O)CN1C(=O)N/C(=C\c2cccn2-c2ccc(P(=O)(O)O)cc2)C1=O,5,1,19,2,-1.1,0,13,-11,1
O=C(Nc1cccnc1)c1cnn2c(C(F)F)cc(C3CC3)nc12,1,8,13,0,-1.5,-4,1,1,-3
COc1ccc2nc(N3CCCC3)c(C#N)cc2c1,2,6,2,1,43,-96,-5,3,1
CCN1CCN(c2ncc3c(n2)CC(c2cc(OC)c(OC)c(OC)c2)CC3=O)CC1 (stereo not drawn),1,9,2,4,-1.5,-12,-2,4,-8
COc1ccc(C(=O)COC(=O)/C=C/c2ccc(S(=O)(=O)Nc3cccc(S(N)(=O)=O)c3)cc2)cc1,-11,5,14,5,2.5,12,-1,19,-4
CCOC(=O)/C=C/C(=O)OCC(=O)N1CCN(C(=O)c2ccco2)CC1,-2,3,12,6,-0.4,-1,0,-13,-2
CCCNC(=O)C1(CC2CC(c3ccccc3)=NO2)CCN(C(=O)C2CCCC2)CC1 (stereo not drawn),7,17,6,6,-1.6,-2,-1,9,1
O=C1CCC/C(=N/NC(=O)c2ccc(NS(=O)(=O)c3cccs3)cc2)C1,17,0,13,-5,-1.6,3,0,-5,2
N#C/C(=C/c1ccc(-c2ccccc2[N+](=O)[O-])o1)C(=O)NCCN1CCCCC1,-13,0,-18,8,1.2,-1,-4,-3,-7
CCCCNC(=O)c1cc(-c2ccc3c(c2)OCO3)on1,-6,-2,-15,1,-0.3,-1,0,-5,1
COc1cc(-c2nc3sc(C)c(C)c3c(=O)o2)cc(OC)c1OC,5,-1,10,-8,-1.7,7,14,5,0
CC(=O)Nc1nc2ccccc2n1CCN1CCOCC1,11,0,4,0,1.1,-8,0,3,1
OC[C@@H](O)[C@@H](O[C@@H]1O[C@H](CO)[C@H](O)[C@H](O)[C@H]1O)[C@H](O)[C@@H](O)CO,5,2,15,-4,1.6,-14,1,-25,2
COC(=O)Cc1ccc(NC(=O)c2ccc3c(c2)C(=O)N(Cc2cccnc2)C3=O)cc1,6,3,-5,2,-1.0,-1,0,2,-1
O=C(NCc1c(F)cccc1F)c1cc(COc2c(F)cccc2F)on1,-1,8,11,-1,-1.2,-22,0,9,-3
COC(=O)[C@]1(C)N[C@H](CN(C)S(=O)(=O)c2ccc(C)cc2)[C@@H]2C(=O)N(C)C(=O)[C@@H]21,.,-1,.,.,0.1,-5,.,5,.
CCOc1ccc2c(c1)C(=NNC(=O)c1ccccn1)c1cc(OCC)ccc1-2,0,-1,-7,7,-2.6,-6,-3,-6,-3
Cc1cccc(-c2noc(CCCC(=O)NCC3CCCO3)n2)c1 (stereo not drawn),-4,3,13,-1,-1.8,9,1,-16,2
Cc1ccc(CNC(=O)CN2C(=O)NC(C)(c3cccc(Br)c3)C2=O)cc1 (stereo not drawn),-5,-1,0,10,-2.3,-2,-5,-1,3
O=C(CCCN1C(=O)C(c2ccccc2)Oc2cccnc21)Nc1ccccc1Cl (stereo not drawn),-2,0,14,-5,0.1,18,-4,-3,-3
O=C(Nc1ccccc1N1CCN(c2ccccc2)CC1)C12CC3CC(CC(C3)C1)C2,6,-1,19,6,-1.5,-12,9,5,-4
CCOc1ccccc1NC(=O)CCC(=O)O,-1,0,7,9,-0.9,-5,-5,14,1
Cc1ccccc1-n1c(-c2cccnc2)n[nH]c1=S,0,.,3,-2,-0.4,-9,10,.,3
O=Cc1ccc(OC(=O)CCCCC(=O)Oc2ccc(C=O)cc2)cc1,0,6,14,11,-0.4,15,-1,-29,-1
CCN(CC(=O)Nc1ccc(OC)cc1)C(=O)COc1cccc2c1OC(C)(C)C2,16,2,-14,-5,-2.3,15,2,-20,2
CCCC(C)(C)C(=O)N1CCC1(C)C(=O)NS(=O)(=O)c1ccc(Br)cc1 (stereo not drawn),3,1,6,10,.,.,-3,-18,1
COc1cccc(-c2c(C(=O)N/N=C/c3ccoc3)nnn2-c2nonc2N)c1,5,72*,14,-2,4.0,-76,-2,-13,4
CCOC(=O)C1(Cc2ccccc2C)CCCN(C(=O)c2ccc(CSC)o2)C1 (stereo not drawn),12,0,-4,16,-0.5,-8,-6,-17,4

# Bioassay records from PubChem.
